Compound activity (PubChem)
Glyco luc inh: blocks N-linked glycosylation in D54 reporter cells. D54 ERlucT glycosylation luciferase reporter, 24 h; percent of 100 nM tunicamycin response. reporter increase, % at 12.5 µM. 360,000 tested, 0.23% active;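 active means mean luciferase reporter signal, scaled so untreated is 0 and the glycosylation-blocking control 100, at or above a set limit in every replicate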;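 further: luciferase carries N-glycosylation sites so blocking glycosylation raises the light; 0% = median of neutral control wells and 100% = median of 100 nM tunicamycin wells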
ABHD5-PLIN5 inh: blocks binding of human ABHD5 to perilipin-5; Split G. princeps luciferase complementation, luminescence, 4 h; 360,000 tested, 0.78% active; inhibition, % at 4 µM;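 active means inhibition above the mean inhibition across every tested compound plus 3 SD, cut at about 22% in these data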;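 further: 0% = DMSO only wells and the 100% control is not disclosed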
Target sequence (Q00G26 whole entry, looked up): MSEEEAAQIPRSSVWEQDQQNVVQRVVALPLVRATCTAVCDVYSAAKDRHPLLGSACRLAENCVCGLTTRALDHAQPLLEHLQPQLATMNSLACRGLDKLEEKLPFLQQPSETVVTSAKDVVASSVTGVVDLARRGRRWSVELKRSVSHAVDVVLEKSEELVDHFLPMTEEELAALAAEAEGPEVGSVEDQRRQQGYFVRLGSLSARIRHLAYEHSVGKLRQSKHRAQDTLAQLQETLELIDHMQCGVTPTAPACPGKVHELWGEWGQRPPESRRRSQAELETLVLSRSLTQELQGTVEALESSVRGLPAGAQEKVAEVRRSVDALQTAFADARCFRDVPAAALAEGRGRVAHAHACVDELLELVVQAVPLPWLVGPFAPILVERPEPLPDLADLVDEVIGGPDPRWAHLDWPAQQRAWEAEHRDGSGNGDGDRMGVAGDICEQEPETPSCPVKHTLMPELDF
Target sequence (Q8WTS1 whole entry, looked up): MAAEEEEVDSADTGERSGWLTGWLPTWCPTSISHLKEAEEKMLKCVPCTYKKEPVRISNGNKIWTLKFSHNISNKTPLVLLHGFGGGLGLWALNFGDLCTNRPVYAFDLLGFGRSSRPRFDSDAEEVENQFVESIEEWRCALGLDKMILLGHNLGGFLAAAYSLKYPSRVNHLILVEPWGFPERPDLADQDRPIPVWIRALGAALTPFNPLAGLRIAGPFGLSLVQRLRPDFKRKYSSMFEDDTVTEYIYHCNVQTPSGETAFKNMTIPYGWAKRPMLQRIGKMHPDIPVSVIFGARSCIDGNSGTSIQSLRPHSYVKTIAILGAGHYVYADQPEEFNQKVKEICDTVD
TLR9-MyD88 block: blocks human TLR9 binding to MyD88. CHO BLA complementation TLR9-MyD88, CCF4 FRET ratio. Q9NR96+Q99836. 340,000 tested, 0.21% active. inhibition, % at 4.98 µM;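 active means inhibition above the mean over all tested compounds plus 3 SD, cut at about 21% in these data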;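 further: 0% = DMSO only wells and 100% = clavulanate BLA inhibitor control wells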
Vif imaging: blocks HIV Vif function; HEK293T cells, Vif self-association by quenched fluorescence, imaging, 24 h; inhibition, % at 7.49 µM; 340,000 tested, 0.35% active; in the data active means inhibition above about 50%, passing the limit was not always enough; further: some results filed as inactive read as strong as hits
NOD2 RIPK2 PPI: inhibitors of human NOD2-RIPK2 interaction; O43353; inhibition, % at 4.98 µM; CHO BLA complementation NOD2-RIPK2, CCF4 ratio; 360,000 tested, 0.38% active; in the data active means inhibition above about 21%;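 further: 0% = vehicle only and 100% = reference blocker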
aDG glyco act: alpha-DG glycosylation activation. activation, % at 10 µM. Pro5-aDG cells, alpha-DG glycosylation AlphaScreen (IIH6); 0% Pro5, 100% B10-LARGE cell signal. 360,000 tested, 0.22% active;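 active means activation of at least 8% versus controls, or a plate z-score of at least 8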;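 further: Pro5 are CHO cells carrying HIG-tagged alpha-DG that lacks glycosylation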
MC4R ag barr: agonists of human melanocortin 4 receptor (MC4R) beta-arrestin. P32245. U2OS MC4R beta-arrestin complementation, luminescence; percent of melanotan II response, DMSO zero. activation, % at 8.9 µM. 360,000 tested, 0.98% active. AID 540308;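 active means activation above a per-plate cutoff, the mean activation of sample wells on that plate plus 3 SD, cut at about 8% in these data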
MC4R antagonist: human MC4R antagonism in cAMP assay. P32245. MC4R-expressing cells, MTII-stimulated cAMP, LANCE TR-FRET. inhibition, % at 6.5 µM. 360,000 tested, 0.48% active. AID 540295;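 active means inhibition above its plate's cutoff, the mean of tested wells on that plate plus 3 SD, cut at about 29% in these data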;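 further: 0% = Melanotan II alone and 100% = Melanotan II plus saturating MCL0020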
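Assay system: human MC4R-expressing U2OS cells; reagent: Melanotan II stimulation of cells; dosing: 6.5 µM single dose; timing: compound 30 min, challenge 1 h, detection 1 h; signal: TR-FRET cAMP assay; replicates: one well per compound, no replicates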
Exocytosis inh: blocks lytic granule exocytosis; TALL-104 LAMP-1 surface exposure, flow cytometry; cells stimulated with thapsigargin and PMA; inhibition, % at 10 µM; 360,000 tested, 0.66% active;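 active means inhibition above about 55%, limit read from the data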
ABCB6 inh 2: blocks the human ABCB6 transporter. fluorescence ratio to DMSO, % at 10 µM. AID 602162. 360,000 tested, 0.19% active. K562-ABCB6 porphyrin accumulation, flow cytometry, 1 h; stronger effect = lower value;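 active means fluorescence ratio to DMSO below 75%, the collection mean minus 3 SD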;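 further: signal is porphyrin accumulated inside mitochondria; 100% equals median channel fluorescence of DMSO control wells; lower ratio means ABCB6 inhibition with less porphyrin fluorescence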
An asterisk follows results filed as active; / = not tested or not shown; & = joins results of further samples. Some of the compounds tested, so the mix of outcomes need not match the whole.

cpd	structure	Glyco luc inh	ABHD5-PLIN5 inh	TLR9-MyD88 block	Vif imaging	NOD2 RIPK2 PPI	aDG glyco act	MC4R ag barr	MC4R antagonist	Exocytosis inh	ABCB6 inh 2
1	NNC(=O)c1csc(-c2ccccc2)n1	0	3	7	-1	-6	-0.1	4.6	-3	2	103
2	COC(=O)COc1ccc(Cl)cc1C1Nc2ccccc2C(=O)N1c1ccc(OC)cc1 (configuration not stated)	2	4	-2	4	-17	0.7	0.6	-3	4	96
3	Cn1c(CC(=O)Nc2ccccc2)nnc1SCC(=O)NC1CCCC1	-2	1	1	15	-7	0.0	-0.9	10	-6	99
4	CC1(C(=O)NS(=O)(=O)C2CC2)CCCN(C(=O)/C=C/c2ccccc2)C1 (configuration not stated)	3	9	/	-1	-10	0.1	-0.8	9	-8	97
5	O=C(COc1ccc2c(c1)OCO2)Nc1ccccc1F	-8	-2	1	-2	2	-0.4	-1.8	3	-1	107
6	COC(=O)c1ccccc1NC(=O)c1ccc(COc2ccccc2)o1	0	-4	-6	-15	-8	-0.1	0.4	2	3	93
7	CC[C@H](C)[C@H](NC(N)=O)C(=O)Nc1ccc(S(=O)(=O)NC(C)C)cc1	0	-1	-7	-2	-3	-0.1	1.6	19	-2	99
8	Cc1ccc2c(=O)n3c(nc2c1)C(Cc1ccccc1)NC(=O)c1cc2ccccc2cc1-3 (configuration not stated)	14	-3	1	1	4	-0.6	1.1	13	1	93
9	Cc1ccc(C)c(OCc2nc3ccccc3[nH]2)c1	0	2	-7	-3	-2	0.4	-0.2	6	0	93
10	COc1ccc(OC)c(NC(=O)CSc2ccc3ccccc3c2)c1	-1	-3	-1	-2	6	2.0	0.3	4	4	94
11	COCCNC(=S)N1CCC(C(=O)c2ccc(Cl)cc2)CC1	0	2	-5	/	-8	0.5	-1.6	2	-7	98
12	O=C(CCCN1C(=O)C2CC=CCC2C1=O)Nc1ccccc1F (configuration not stated)	1	-2	12	-5	-8	0.3	-2.3	1	-1	100
13	O=C(c1ccc(-c2ccc([N+](=O)[O-])cc2Cl)o1)N1CCOCC1	1	3	-2	3	-2	-0.2	-1.5	14	2	98
14	Cc1nnsc1NC(=O)OCc1ccccc1Cl	2	-1	-2	-16	1	0.3	1.0	17	8	113
15	O=C1CSC(=S)N1c1ccc(Cl)c(Cl)c1	0	-18	0	-8	-4	0.0	0.2	5	-31	97
16	COc1ccc(-n2c(C)cc(C3=NNC(=NC4CC4)SC3)c2C)cc1	-12	-2	-4	-5	-4	-0.2	-0.1	-4	2	93
17	CC(=O)N1CC=C2C(C#N)=C(N)C(C#N)(C#N)C(C)C2C1 (configuration not stated)	-2	-3	-2	-2	-4	0.1	-1.2	3	3	92
18	COc1cc(S(N)(=O)=O)c(OC)cc1N	0	4	-4	0	-2	0.0	-1.4	2	-11	94
19	COc1ccccc1N1CCN(CC(=O)N(CC(C)C)c2c(N)n(CC(C)C)c(=O)[nH]c2=O)CC1	2	5	3	2	5	-0.1	-1.5	0	1	97
20	O=S(=O)(Nc1ccc2c(c1)OCCO2)c1ccc(Br)s1	-1	-5	3	-7	-1	-0.2	-1.2	-11	0	95

Profiles as entered above:
`COC(=O)COc1ccc(Cl)cc1C1Nc2ccccc2C(=O)N1c1ccc(OC)cc1` (configuration not stated) is listed with Glyco luc inh: 2; ABHD5-PLIN5 inh: 4; TLR9-MyD88 block: -2; Vif imaging: 4; NOD2 RIPK2 PPI: -17; aDG glyco act: 0.7; MC4R ag barr: 0.6; MC4R antagonist: -3; Exocytosis inh: 4; ABCB6 inh 2: 96
`O=C(CCCN1C(=O)C2CC=CCC2C1=O)Nc1ccccc1F` (configuration not stated) is listed with Glyco luc inh: 1; ABHD5-PLIN5 inh: -2; TLR9-MyD88 block: 12; Vif imaging: -5; NOD2 RIPK2 PPI: -8; aDG glyco act: 0.3; MC4R ag barr: -2.3; MC4R antagonist: 1; Exocytosis inh: -1; ABCB6 inh 2: 100

The list goes on.
cpd	structure	Glyco luc inh	ABHD5-PLIN5 inh	TLR9-MyD88 block	Vif imaging	NOD2 RIPK2 PPI	aDG glyco act	MC4R ag barr	MC4R antagonist	Exocytosis inh	ABCB6 inh 2
21	COc1cccc(CNC(=O)CCN2C(=S)NC(C)(C)CC2C)c1 (configuration not stated)	2	-1	11	9	-1	-0.1	-2.1	1	1	100
22	CCn1c(SCC(=O)c2ccccc2)nnc1-c1cnccn1	2	-1	2	-18	-3	0.1	-2.1	-1	-2	91
23	CCOc1ccc(NC(=O)c2cccc3c2C(=O)N(CCOC)C3)cc1	2	0	1	-4	-4	0.2	-1.6	1	-1	101
24	COC(=O)c1c(NC(=S)Nc2ccc(C(=O)N3CCOCC3)cc2)sc2c1CCC2	0	5	1	2	-12	0.0	0.3	0	0	95
25	CCC(=O)c1c(CC)c2n3c1CC[C@H]3CCC2	0	7	6	10	0	0.2	0.8	1	3	96
26	CC(NC(=O)COC(=O)[C@@H]1CCCN1S(=O)(=O)c1ccccc1F)C12CC3CC(CC(C3)C1)C2 (some centres not stated)	1	-2	2	-1	11	-0.2	-2.7	11	1	97
27	C/C(=N\NC(=S)NCCc1ccccc1)c1ccc(C)cc1	-3	-12	-3	-3	9	-0.1	-1.0	-4	-3	104
28	CCC(CC)c1nnc(NC(=O)C2CCN(C(=O)c3ccco3)CC2)s1	0	-7	1	16	0	0.0	0.5	0	-7	98
29	COc1ccc(/C=C/C(=O)c2nc3ccccc3n2CC(=O)c2ccc(OC)cc2)cc1	-4	0	-2	-1	-1	0.6	1.6	10	-5	95
30	Cc1ccc2oc(=O)c3cnn(CC(=O)N4CCN(c5ccccn5)CC4)c3c2c1	3	7	-4	7	-6	-0.4	0.2	15	24	100
31	COc1ccc(Cc2nc3ccc(C(=O)NC4CCOC4)cc3o2)cc1OC (configuration not stated)	-1	-4	-11	-17	6	0.7	0.3	3	-5	97
32	N#Cc1c(Nc2ccccc2Cl)s[nH]c1=O	3	25*	-11	8	-4	0.1	-2.3	28	78*	96
33	CCOc1ccccc1C(=O)Nc1nnc(SCC(=O)N2CCOCC2)s1	0	8	-1	1	-5	0.1	-1.2	15	-1	102
34	CC(Cc1cccnc1)NC(=O)c1cc(COc2ccc(F)cc2Cl)on1 (configuration not stated)	-1	3	-12	-6	3	0.0	1.4	2	-2	103
35	COC(=O)C1=C2SC(C)C(=O)N2C(N)=C(C#N)C1c1ccc(OC)c(OC)c1 (configuration not stated)	4	-2	1	-3	-7	-0.2	-3.8	1	1	97
36	NC(=O)c1cc(S(=O)(=O)Nc2ccccc2)cs1	0	3	10	-2	-5	0.0	0.0	2	-4	98
37	COc1ccc(S(=O)(=O)NCCSCc2ccc(Cl)cc2)cc1NC(C)=O	0	13	-4	-2	2	0.1	-2.7	9	3	101
38	COc1cc(CNC2CCCC2)cc(Cl)c1OCc1ccc(F)cc1	-1	8	-3	-6	-3	0.5	5.7	-4	12	112
39	C=CCn1c(SCC(=O)/C(C#N)=C(\C)N)nc2sc(CC)cc2c1=O	3&2	-3&-2	5&3	3&-3	-17&-8	0.1&0.1	-2.8&-1.2	6&4	0&-4	90&90
40	CC1(C)CC(=O)C(C(=O)c2ccccc2)C(=O)C1	0	0	3	-8	2	0.3	-2.4	-3	1	98
41	CCN1CCN(S(=O)(=O)c2cc(OCC(=O)NC3CCCCC3)c(C)cc2Cl)CC1	-4	4	-2	-8	-9	0.3	2.4	2	7	96
42	O=C(Cn1nnc(-c2ccc3c(c2)OCO3)n1)NCc1ccco1	0	1	4	9	4	0.1	-2.2	5	2	88
43	O=C(CSc1nnc(CNc2ccccc2)o1)N1CCN(C(=O)c2ccco2)CC1	-1	5	1	/	0	-0.1	-0.1	4	-1	99
44	Cc1ccc(/C=N/OC(=O)c2c(C)noc2-c2snnc2C)cc1	2	-3	0	19	-2	0.0	0.8	16	-6	100
45	COc1ccc(NC(=O)CCNS(=O)(=O)c2ccc3c(c2)CCC(=O)N3)cc1	3	6	7	17	-7	0.0	1.1	6	0	100
46	N#CC1=C(N)Oc2n[nH]c(-c3ccccc3)c2C12C(=O)Nc1ccccc12 (configuration not stated)	-1	0	-8	3	10	0.1	-0.6	6	0	97
47	C=CCO/N=C(/CCC)C1=C(N)CC(C)(C)CC1=O	1	2	-2	/	-17	0.1	0.5	-2	0	97
48	CC(O)[C@H]1CNCCN1CCc1cccc2ccccc12 (some centres not stated)	-3	6	-2	2	4	-0.1	-2.6	4	0	98
49	Cc1cc(C(F)(F)F)nn1CC(=O)NCC1CCCO1 (configuration not stated)	2	1	7	/	5	-0.3	-1.9	5	10	96
50	Cc1ccc(CC(=O)N2CCN(S(=O)(=O)c3ccccc3)CC2)cc1C	-2	-6	2	4	-4	0.1	0.6	-4	3	100
51	O=C(Nc1cccc(-c2ccc(N3CCCCC3)nn2)c1)c1ccc(Br)o1	-11	11	-5	-14	-4	0.2	-4.0	19	0	99
52	CC(c1ccccc1)n1c(-c2cccs2)nc2c(c(=O)c3ccccc3n2C)c1=O (configuration not stated)	-3	3	/	-5	6	-0.1	-0.5	1	0	97
53	Cc1cnc(C)c(Nc2nc(C(N)Cc3ccc(F)cc3)cs2)n1 (configuration not stated)	5	6	/	30	4	1.6	1.5	1	6	100
54	CN(C(=O)CC1C(=O)NCCN1Cc1cccc(F)c1F)C1CCOCC1 (configuration not stated)	2	-4	-4	3	-10	-0.1	-1.3	5	-4	98
55	CC(On1nnc2ccccc21)C(=O)N1CCN(Cc2ccccc2)CC1 (configuration not stated)	-4	-3	4	18	-5	-0.1	-0.9	2	0	95
56	CCOC(=O)C1(CCOc2ccccc2)CCN(Cc2ccc(OCCO)cc2)CC1	0	8	-4	9	-5	0.1	-1.9	-1	38	98
